PfM18AAP inh: PfM18AAP enzyme inhibition; recombinant PfM18AAP, H-Glu-NHMec fluorogenic cleavage; inhibition, % at 7.35 µM; 1.2% of 290,000 active; AID 1822;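 active = inhibition above the campaign mean inhibition over all tested compounds plus 3 SD, cut at about 28% in these data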;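 also: 0% = plate median of test compound wells and 100% = 2 mM ZnCl2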
MEKK2mut PB1 HTS: signal of MEK5 binding to mutant human MEKK2 PB1 domain; 0.35% of 290,000 active; AID 1530; percent response, % at 10 µM; bead flow cytometry, Alexa488-MEK5 binding to MEKK2 mutant; in the data active = percent response above about 24%, passing the limit was not always enough; also: inactives centre near 1; some results filed as inactive read as strong as hits; reference of the scale not given here
NALP1 yeast inh: NALP1 inhibition; S. cerevisiae NALP1/ASC/caspase-1 growth, X-gal OD620, 72 h; inhibition, % at 10 µM; 0.61% of 280,000 active; AID 2071; in the data active = inhibition mostly above about 24%, no sharp cut-off; inactive = mostly below about 32%; also: some compounds called inactive have numbers as strong as hits
pCIP destab: lowers stability of the mouse p/CIP coactivator protein | Q05BA5 | F442A p/CIP-EGFP cells, EGFP fluorescence, 16 h | decrease of EGFP signal, % at 10 µM | 0.01% of 290,000 active;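 active = EGFP signal decrease of at least 30% at 10 µM or well 3 SD below plate mean, unless failing retest; inactive = the rest, including hits failing retest or dose response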; also: some compounds called inactive have numbers as strong as hits; many of its hits are not listed in these tables
IDE cell inh: inhibits human insulin-degrading enzyme in HEK cells; FAbetaB cleavage, fluorescence polarization; inhibition, % at 5.59 µM; 0.41% of 320,000 active; AID 434962;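 active = percent inhibition above the average of all tested compounds plus 3 SD, set per screening campaign, cut at about 16% in these data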;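 also: IDE supplied by intact live HEK cells; FP after avidin binding of uncleaved biotin substrate so inhibition keeps polarization high; 0% = DMSO wells and 100% = 60 µM reference IDE inhibitor Ii1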
UBC9 SUMO inh: inhibitors of human SUMOylation (UBC9) | P63279 | HTRF SUMOylation assay, SAE1/SAE2 + UBC9, in vitro | inhibition, % at 35 µM | 0.36% of 290,000 active; in the data active = inhibition above about 50%, passing the limit was not always enough; also: strong numbers were not always called active
Target sequence (P63279 whole entry, looked up): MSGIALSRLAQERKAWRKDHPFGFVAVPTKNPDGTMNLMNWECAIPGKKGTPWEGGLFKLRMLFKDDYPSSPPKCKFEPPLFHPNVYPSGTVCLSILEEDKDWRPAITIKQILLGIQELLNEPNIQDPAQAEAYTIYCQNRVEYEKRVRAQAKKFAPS
MEKK2 WT-MEK5: raises or lowers MEK5 binding to wildtype human MEKK2 PB1 domain. Q9Y2U5. bead flow cytometry, Alexa488-MEK5 binding to MEKK2 WT; actives lie on both sides. binding response (% of control), % at 10 µM. 1.1% of 290,000 active; in the data active = binding response below about 67% or above about 130%
IDE cell activ: IDE (human) activation, cell-based. activation, % at 5.96 µM. 0.073% of 340,000 active. P14735. AID 493087. HEK cells, FAbeta-B cleavage, fluorescence polarization; 0% vehicle, 100% cell-free pure enzyme wells;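 active = activation above the mean of all tested compounds plus 3 SD, set per screening campaign, cut at about 17% in these data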
MEKK3 PB1 HTS: MEKK3-MEK5 PB1 interaction, increase or decrease; bead-based flow cytometry, Alexa488-MEK5 binding to MEKK3; actives lie on both sides; 0 = blocked by unlabeled MEK5, 100 = vehicle; binding response (% of control), % at 10 µM; 1.4% of 290,000 active;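 active = binding response more than 3 SD above or below the average of its plate-row segment, actives on both sides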;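 also: Alexa488 bead fluorescence after subtracting the streptavidin-only scavenger bead signal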
Target sequence (Q99759 whole entry, looked up): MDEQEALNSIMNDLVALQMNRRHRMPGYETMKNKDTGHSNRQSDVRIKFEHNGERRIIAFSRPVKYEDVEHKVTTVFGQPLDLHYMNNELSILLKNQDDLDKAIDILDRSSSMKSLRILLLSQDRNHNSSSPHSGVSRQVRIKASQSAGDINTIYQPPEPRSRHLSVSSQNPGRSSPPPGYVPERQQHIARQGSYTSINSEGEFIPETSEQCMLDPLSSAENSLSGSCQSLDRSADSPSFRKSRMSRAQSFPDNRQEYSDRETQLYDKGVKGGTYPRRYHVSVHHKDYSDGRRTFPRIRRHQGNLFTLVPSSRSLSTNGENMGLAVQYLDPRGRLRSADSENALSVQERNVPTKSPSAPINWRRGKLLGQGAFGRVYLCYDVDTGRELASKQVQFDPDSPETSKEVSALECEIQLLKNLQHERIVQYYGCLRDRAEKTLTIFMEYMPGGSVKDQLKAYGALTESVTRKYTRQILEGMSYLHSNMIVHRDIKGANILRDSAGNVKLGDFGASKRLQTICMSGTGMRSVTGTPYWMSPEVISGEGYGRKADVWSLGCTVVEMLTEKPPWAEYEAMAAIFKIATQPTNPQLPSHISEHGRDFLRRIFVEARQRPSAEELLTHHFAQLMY
* marks the source's active call; other numbers are inactive results; . = no result given. Not all compounds are listed (hit frequency here may not be typical).

no.	Compound	PfM18AAP inh	MEKK2mut PB1 HTS	NALP1 yeast inh	pCIP destab	IDE cell inh	UBC9 SUMO inh	MEKK2 WT-MEK5	IDE cell activ	MEKK3 PB1 HTS
1	CS(=O)(=O)N(CC(=O)NCc1ccco1)c1cc(C(F)(F)F)ccc1Cl	-2	5	7	-9	-6	8	102	1	101
2	Clc1nc2ccccc2cc1/C=N/Nc1nc2ccccc2[nH]1	26	0	.	8	-1	-41	115	-1	156*
3	Cn1cc(CN2CCC(Oc3ccc(C(=O)N4CCCC4)cc3)CC2)cn1	-7	5	13	-5	-6	4	107	-3	103
4	CN(C(=O)CSc1nnc(-c2ccco2)o1)C1CCCCC1	0	-7	6	-4	0	12	95	-1	94
5	CC(OC(=O)c1ccc(C(C)(C)C)cc1)C(=O)NC1CCCCC1C (stereo not given)	-7	2	17	9	-2	-11	95	-2	97
6	CC1(C)CC(=O)c2c(O)cc(OCC(=O)NCCc3ccc(S(N)(=O)=O)cc3)cc2O1	8	0	8	-5	3	7	103	-2	100
7	CCOc1ccc(N2CC(=O)N(c3ccc(OCC)cc3)CC2=O)cc1	-4	-4	10	4	-2	1	90	4	94
8	O=C(Nc1ccccc1N1CCN(C(=O)c2ccccc2)CC1)c1cc(Br)ccc1Cl	-1	-3	20	2	2	-7	92	1	103
9	O=C(Nc1ccc(Br)cc1)C1CCCN(S(=O)(=O)c2cccnc2)C1 (stereo not given)	-16	4	10	6	-1	-6	99	2	102
10	CCOC(=O)N1CCN(Cc2cn3ccccc3n2)CC1	-11	1	-10	-14	-2	12	92	-2	99
11	O=C(Cc1ccccc1)N1CCC(c2ccccc2)C1 (stereo not given)	0	-3	17	-10	0	5	94	2	98
12	Cc1ccc(Sc2ncccc2COC(=O)Nc2c(C)cccc2C)cc1	3	0	4	0	5	6	97	2	103
13	O=C(Cn1cnc([N+](=O)[O-])n1)N/N=C/c1cc(Cl)ccc1O	13	17	1	5	7	-6	121	3	135*
14	CP(=O)(Nc1cc(Cl)ccc1Cl)c1nc2c(s1)CCCC2 (stereo not given)	0	1	.	-1	-4	-15	101	3	101
15	Cc1ccc(C(C)C)c(OCCN2C(=O)NC(C)(C)C2=O)c1	4	-2	-13	-17	13	-3	103	6	105
16	CC(C)(C)OC(=O)N1CCC(Cc2cc(-c3ccccc3)no2)(C(=O)O)CC1	-3	-6	-15	-18	-1	0	97	0	104
17	COC(=O)C1(CCSC)NC(c2ccc(O)cc2)C2C(=O)N(c3ccc(F)cc3)C(=O)C21 (stereo not given)	0	-7	17	-6	-2	-6	95	-4	102
18	OC(c1ccc(Cl)cc1)C(CN1CCOCC1)c1ccccc1 (stereo not given)	1	3	5	-1	-5	-3	105	-2	105
19	CCC1CCCCN1CC(O)Cn1c2ccccc2n2c(=O)cc(C)c(C#N)c12 (stereo not given)	4	-2	27	-9	-3	2	81	5	97
20	CCN(C(=O)COC(=O)c1cc2ccccc2cc1O)C1CCS(=O)(=O)C1 (stereo not given)	2	1	-10	0	-5	-4	104	5	101
21	O=C1CN(S(=O)(=O)c2cc(Cl)ccc2Cl)CCN1	1	.	2	-1	3	13	.	11	.
22	COc1ccc(CNC(=O)c2ccc(CS(=O)(=O)c3ccc(C)cc3)o2)cc1	2	3	5	-5	4	3	102	6	100
23	Cc1cc2oc(=O)cc(CN3CCOCC3)c2cc1Cl	0	2	1	9	-8	24	100	1	97
24	CC1CCN(Cc2nnnn2-c2cccc([N+](=O)[O-])c2)CC1	0	18	12	-9	-5	-4	106	-1	99

Rewritten screen by screen: 2 of the compounds above
#17 COC(=O)C1(CCSC)NC(c2ccc(O)cc2)C2C(=O)N(c3ccc(F)cc3)C(=O)C21 (stereo not given)
#18 OC(c1ccc(Cl)cc1)C(CN1CCOCC1)c1ccccc1 (stereo not given)
screen / no. | 17 | 18
PfM18AAP inh | 0 | 1
MEKK2mut PB1 HTS | -7 | 3
NALP1 yeast inh | 17 | 5
pCIP destab | -6 | -1
IDE cell inh | -2 | -5
UBC9 SUMO inh | -6 | -3
MEKK2 WT-MEK5 | 95 | 105
IDE cell activ | -4 | -2
MEKK3 PB1 HTS | 102 | 105

Additional compounds follow.
no.	Compound	PfM18AAP inh	MEKK2mut PB1 HTS	NALP1 yeast inh	pCIP destab	IDE cell inh	UBC9 SUMO inh	MEKK2 WT-MEK5	IDE cell activ	MEKK3 PB1 HTS
25	COc1cc(/C=N/Nc2nc(C)cc(=O)[nH]2)ccc1O	19	-9	-4	-3	0	-11	99	1	97
26	CCc1ccccc1NC(=O)NC(C)c1ccc2c(c1)OCO2 (stereo not given)	2	6	0	4	-1	10	107	-2	102
27	Cc1ccc(Oc2ccc(NC(=O)Cn3ccsc3=N)cc2)cc1	-5	20	17	-8	-6	-2	131	3	97
28	Cc1ccc(C(=O)CC(C(=O)O)n2cccn2)cc1 (stereo not given)	-2	.	-32	1	-6	8	.	2	.
29	CSc1ccc(C(=O)C2CCCN(C(=O)c3ccc(C)nc3)C2)cc1 (stereo not given)	3	3	-1	-3	6	6	104	4	99
30	O=C(O)c1ccc(/C=N/N2CCN(Cc3ccccc3)CC2)cc1	-4	-1	16	-8	7	8	98	-2	101
31	COCCn1c(SCC(=O)NCCc2ccc(OC)c(OC)c2)nc2c([nH]c3ccccc32)c1=O	6	-10	-16	16	-4	5	89	0	94
32	O=C(CN1CCOCC1)NC1C2CC3CC(C2)CC1C3 (stereo not given)	-2	2	-16	-2	2	-2	106	7	103
33	CN(C)CCCn1c(N)c(C#N)c2nc3ccccc3nc21	3	-9	.	-16	1	103*	100	.	99
34	COc1nc2ccc(C)cc2cc1-c1noc(-c2cccnc2)n1	9	-5	10	-4	5	-5	89	0	92
35	Nc1ccc2oc(-c3cc(Br)ccc3Cl)nc2c1	1	2	0	0	2	31	104	5	99
36	O=C(COc1ncnc2ccccc12)Nc1ccccc1[N+](=O)[O-]	2	-21	-6	0	1	-18	93	-1	100
37	O=C(Nc1ccccc1C(=O)O)c1cncc(Br)c1	9	9	15	7	10	0	107	-3	105
38	COCCNC(=O)Cn1cc2c(n1)CCCCC2	-5	5	.	7	2	-10	99	6	101
39	N#CC(C(=O)c1ccco1)c1ccccn1 (stereo not given)	4	.	31	3	-3	-7	.	5	.
40	CCC(CC)c1nnc(NC(=O)c2ccc3ccccc3n2)s1	4	2	22	2	3	-31	101	-5	103
41	C=CCSc1nc2ccsc2c(=O)n1-c1cccnc1	-5	-7	16	-4	6	13	91	.	90
42	COc1ccc(OCC(O)CNC(=O)Nc2cc(F)ccc2C)cc1 (stereo not given)	0	-2	11	-1	-2	-4	99	7	100
43	CC(C)COc1ccc(CNC(=S)NCc2ccccc2)cc1	2	11	7	-16	-2	-8	129	5	114
44	CCN(CC(=O)NCc1ccc(F)cc1)C(=O)/C=C/c1cccs1	-2	-14	2	-5	1	16	86	5	83
45	C1=C(CCNc2ncnc3nc[nH]c23)CCCC1	6	4	14	-16	6	1	107	-6	104
46	COc1cc(OC)c(OC)cc1CN(C)CC1CCCN(CCc2ccccc2F)C1 (stereo not given)	3	9	15	0	-1	8	118	0	107
47	Cc1ccc2c(c1)/C(=C/c1ccc(F)cc1)C(=O)N2	18	5	-4	-12	2	-15	107	2	106
48	COc1cc(C(=O)NCC2(c3ccccc3)CCCC2)cc(OC)c1OC	3	4	14	-4	-2	12	106	0	105
49	c1ccc(-c2nc(NCc3cccnc3)c3ccccc3n2)cc1	2	13	14	-9	5	4	109	4	106
50	O=C1CCCCC1S(=O)(=O)c1ccccc1 (stereo not given)	-7	-2	22	5	5	-5	97	3	90
51	c1ccc(-c2nc(N3CCCCCC3)nc(-n3ccnc3)n2)cc1	0	3	18	-2	0	-9	102	-1	101
52	CSc1nnc(CCNS(=O)(=O)c2ccccc2Br)n1C	-1	0	8	-10	2	1	102	3	105
53	Cc1ccc2c(c1)N(C(=O)CCC(=O)NCCN1CCOCC1)CC(C)O2 (stereo not given)	3	0	16	3	7	12	100	1	102
54	COc1ccc([N+](=O)[O-])cc1NC(=O)COC(C)=O	-4	-1	22	-2	-5	-13	100	-2	104
55	O=C(NCCCn1ccnc1)C(=O)NCC1OCCCN1S(=O)(=O)c1ccccc1 (stereo not given)	7	1	21	-13	1	20	101	4	102
56	COc1ccc(CCC(=O)NC2=NCCS2)cc1OC	0	5	11	6	1	2	107	3	107

Shown in transposed form: entries from further up
55: O=C(NCCCn1ccnc1)C(=O)NCC1OCCCN1S(=O)(=O)c1ccccc1 (stereo not given)
56: COc1ccc(CCC(=O)NC2=NCCS2)cc1OC
compound no.,55,56
PfM18AAP inh,7,0
MEKK2mut PB1 HTS,1,5
NALP1 yeast inh,21,11
pCIP destab,-13,6
IDE cell inh,1,1
UBC9 SUMO inh,20,2
MEKK2 WT-MEK5,101,107
IDE cell activ,4,3
MEKK3 PB1 HTS,102,107

Part of the list above in a different format:
Each structure is followed by: PfM18AAP inh, MEKK2mut PB1 HTS, NALP1 yeast inh, pCIP destab, IDE cell inh, UBC9 SUMO inh, MEKK2 WT-MEK5, IDE cell activ, MEKK3 PB1 HTS
(52) CSc1nnc(CCNS(=O)(=O)c2ccccc2Br)n1C
 : -1, 0, 8, -10, 2, 1, 102, 3, 105
(51) c1ccc(-c2nc(N3CCCCCC3)nc(-n3ccnc3)n2)cc1
 : 0, 3, 18, -2, 0, -9, 102, -1, 101
(54) COc1ccc([N+](=O)[O-])cc1NC(=O)COC(C)=O
 : -4, -1, 22, -2, -5, -13, 100, -2, 104
(53) Cc1ccc2c(c1)N(C(=O)CCC(=O)NCCN1CCOCC1)CC(C)O2 (stereo not given)
 : 3, 0, 16, 3, 7, 12, 100, 1, 102
(49) c1ccc(-c2nc(NCc3cccnc3)c3ccccc3n2)cc1
 : 2, 13, 14, -9, 5, 4, 109, 4, 106
(56) COc1ccc(CCC(=O)NC2=NCCS2)cc1OC
 : 0, 5, 11, 6, 1, 2, 107, 3, 107
(55) O=C(NCCCn1ccnc1)C(=O)NCC1OCCCN1S(=O)(=O)c1ccccc1 (stereo not given)
 : 7, 1, 21, -13, 1, 20, 101, 4, 102

Source: PubChem BioAssay (several laboratories)
